# N-glyco inh: blocks N-linked glycosylation in D54 reporter cells. D54 ERlucT glycosylation luciferase reporter, 24 h; percent of 100 nM tunicamycin response. reporter increase, % at 12.5 µM. 360,000 compounds, 0.23% hits;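 active = mean luciferase reporter signal, scaled so untreated is 0 and the glycosylation-blocking control 100, at or above a set limit in every replicate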;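 also: luciferase carries N-glycosylation sites so blocking glycosylation raises the light; 0% = median of neutral control wells and 100% = median of 100 nM tunicamycin wells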
# HTR2A ag: agonists of mouse serotonin 5-HT2A receptor (HTR2A); P35363; CHO-K1 mHTR2A beta-arrestin complementation, luminescence; percent of 30 µM serotonin response; activation, % at 7.6 µM; 360,000 compounds, 0.66% hits; AID 624169;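 active = activation above a run cutoff, the mean activation of all tested compounds plus 3 SD, cut at about 14% in these data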;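 also: 0% = plate median of compound wells and 100% = 30 µM serotonin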
# aDG glyco up: increases alpha dystroglycan glycosylation. activation, % at 10 µM. Pro5-aDG cells, alpha-DG glycosylation AlphaScreen (IIH6); 0% Pro5, 100% B10-LARGE cell signal. 360,000 compounds, 0.22% hits. AID 624168;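 active = activation of at least 8% versus controls, or a plate z-score of at least 8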;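 also: Pro5 are CHO cells carrying HIG-tagged alpha-DG that lacks glycosylation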
# ABHD5-PLIN5 inh: ABHD5-PLIN5 protein interaction inhibition; Q00G26+Q8WTS1; Split G. princeps luciferase complementation, luminescence, 4 h; inhibition, % at 4 µM; 360,000 compounds, 0.78% hits; AID 602281;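 active = inhibition above the mean inhibition across every tested compound plus 3 SD, cut at about 22% in these data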;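 also: 0% = DMSO only wells and the 100% control is not disclosed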
# MC4R barr agon: activates human MC4R beta-arrestin recruitment; activation, % at 8.9 µM; 360,000 compounds, 0.98% hits; P32245; U2OS MC4R beta-arrestin complementation, luminescence; percent of melanotan II response, DMSO zero;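 active = activation above a per-plate cutoff, the mean activation of sample wells on that plate plus 3 SD, cut at about 8% in these data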
# H9c2 protect: modulators protecting cardiomyocytes from myocardial damage | H9c2 cardiomyocytes, H2O2 injury protection, ATPLite, 2 h | protection from H2O2 cell death, % at 20 µM | 360,000 compounds, 0.63% hits | AID 588492;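 active = compounds giving at least 50% protection of heart cells from peroxide-induced death in the single-dose screen, raw or plate-pattern-corrected value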;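 also: 0% = DMSO wells with peroxide and 100% = DMSO wells without peroxide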
# hiPSC survival: enhancers of human iPSC single-cell survival; hiPSC single-cell survival, ATPlite luminescence; 100% = ROCK inhibitor wells, 0% = DMSO; survival enhancement, % at 20 µM; 360,000 compounds, 0.044% hits; in the data active = survival enhancement above about 18%;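 also: cells exposed to compounds for 16 hours before the ATP read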
# Exocytosis inh: lytic granule exocytosis inhibition; TALL-104 LAMP-1 surface exposure, flow cytometry; cells stimulated with thapsigargin and PMA; inhibition, % at 10 µM; 360,000 compounds, 0.66% hits; AID 651702;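 active = inhibition above about 55%, limit read from the data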
# MC4R antag cAMP: blocks human MC4R cAMP signaling | 360,000 compounds, 0.48% hits | MC4R-expressing cells, MTII-stimulated cAMP, LANCE TR-FRET | inhibition, % at 6.5 µM;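 active = inhibition above its plate's cutoff, the mean of tested wells on that plate plus 3 SD, cut at about 29% in these data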;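 also: 0% = Melanotan II alone and 100% = Melanotan II plus saturating MCL0020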
#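 System: U2OS cells stably expressing human melanocortin 4 receptor (MC4R). Reagent: Melanotan II challenge after compound preincubation. Doses: 6.5 µM. Times: 30-min compound, 1-h challenge, 1-h detection, room temperature. Measured by: TR-FRET with Eu-cAMP and labeled anti-cAMP, 671 nm. Replicates: singlicate.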
# ABCB6 inh 2: human ABCB6 transporter inhibition; Q9NP58; K562-ABCB6 porphyrin accumulation, flow cytometry, 1 h; stronger effect = lower value; fluorescence ratio to DMSO, % at 10 µM; 360,000 compounds, 0.19% hits;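 active = fluorescence ratio to DMSO below 75%, the collection mean minus 3 SD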;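 also: signal is porphyrin accumulated inside mitochondria; 100% equals median channel fluorescence of DMSO control wells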
# Target sequence (Q9NP58 whole entry, looked up): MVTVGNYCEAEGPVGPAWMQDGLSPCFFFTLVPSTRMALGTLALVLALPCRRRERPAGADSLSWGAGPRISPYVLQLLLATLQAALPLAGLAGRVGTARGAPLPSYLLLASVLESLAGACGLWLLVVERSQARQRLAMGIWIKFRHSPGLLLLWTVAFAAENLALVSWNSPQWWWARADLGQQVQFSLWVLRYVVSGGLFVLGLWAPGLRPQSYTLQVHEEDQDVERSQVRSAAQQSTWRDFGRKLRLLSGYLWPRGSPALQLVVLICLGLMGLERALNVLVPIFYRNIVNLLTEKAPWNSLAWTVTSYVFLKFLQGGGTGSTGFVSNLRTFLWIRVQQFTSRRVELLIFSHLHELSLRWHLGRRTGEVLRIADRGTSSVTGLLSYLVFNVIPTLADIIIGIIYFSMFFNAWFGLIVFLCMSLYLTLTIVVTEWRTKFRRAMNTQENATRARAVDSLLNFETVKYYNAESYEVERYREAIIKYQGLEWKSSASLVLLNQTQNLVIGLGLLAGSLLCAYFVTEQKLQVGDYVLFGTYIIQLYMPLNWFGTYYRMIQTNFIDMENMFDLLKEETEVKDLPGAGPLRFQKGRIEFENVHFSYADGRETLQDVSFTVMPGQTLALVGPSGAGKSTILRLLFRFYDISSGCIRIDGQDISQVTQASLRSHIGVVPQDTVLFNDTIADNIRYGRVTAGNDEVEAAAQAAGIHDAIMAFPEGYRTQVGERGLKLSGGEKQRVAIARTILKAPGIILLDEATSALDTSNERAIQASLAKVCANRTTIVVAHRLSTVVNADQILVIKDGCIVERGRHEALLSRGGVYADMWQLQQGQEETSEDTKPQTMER
# Numbers without * were called inactive; · = not tested or not shown. Compounds were not picked by outcome; any-hit rate near 4.5%.
SMILES,N-glyco inh,HTR2A ag,aDG glyco up,ABHD5-PLIN5 inh,MC4R barr agon,H9c2 protect,hiPSC survival,Exocytosis inh,MC4R antag cAMP,ABCB6 inh 2
O=C(CSc1nc(NS(=O)(=O)c2ccccc2)cc(=O)[nH]1)Nc1ccccc1C(F)(F)F,1,8,0.0,2,-0.9,5,-0.1,-6,3,96
COC(=O)c1ccc(NCc2c(O)ccc(O)c2Br)cc1Cl,13,-7,0.4,-4,-2.5,28,-1.1,98*,-10,100
COc1ccc(NC(=S)Nc2cccc(Cl)c2Cl)cc1OC,1,9,-0.1,-2,0.1,2,-0.8,5,-8,95
CCc1cc(C(=O)N2CCCC(C(=O)c3ccc(C(F)(F)F)cc3)C2)n(C)n1 (stereo not drawn),0,1,0.4,0,1.3,-3,-0.1,0,6,96
O=C1CC(C(=O)O)C2(CCCC2)O1 (stereo not drawn),3,-3,-0.1,-3,1.2,8,3.1,4,0,103
CC1CCN(S(=O)(=O)c2cn(CC(=O)N3CC(C)CC(C)C3)c(=O)c3ccccc23)CC1 (stereo not drawn),-2,2,0.1,-3,0.1,-3,-2.1,-2,-1,99
C/C(=N\NC(=O)c1cc(-c2ccccn2)nc2ccccc12)c1cccc([N+](=O)[O-])c1,1,1,0.4,6,1.7,6,-0.6,3,-3,97
C=C1SC(Nc2c(C)cc(C)cc2C)=NC12CCCCC2,-8,1,0.0,-2,0.1,-12,-0.4,-5,19,96
CCCOc1ccc(C(=O)N2CCN(c3ccc(NC(=O)CC)cc3Cl)CC2)cc1,-4,4,0.3,-6,-1.5,3,-4.3,1,7,92
O=S(=O)(NC1CCCCC1)c1ccc(N2CCOCC2)nc1,1,3,0.0,-3,2.4,-5,0.0,0,1,99
NS(=O)(=O)c1ccc(NC(=S)Nc2cc(Cl)c(Cl)cc2Cl)cc1,1,1,-0.3,-6,1.5,3,4.4,1,-5,100
Cc1ccc2c(C)c(C(=O)N(C)C(C)c3ccncn3)oc2c1C (stereo not drawn),4,-1,0.0,3,-3.6,-4,0.8,-1,5,98
CCOC(=O)N1CCN(c2nc(=S)n(-c3ccccc3)c(C)c2C(C)=O)CC1,-3,2,-0.3,-8,0.0,-4,2.3,0,2,91
Cc1cc(-c2cc(C(=O)NC3CCCC3)on2)nc(NCC2CC2)n1,2,4,-0.1,-13,-1.4,4,2.1,-5,-4,93
CN(C)c1ccnc2sc3c(=O)n(Cc4ccccc4)cnc3c12,-13,-4,0.4,12,-0.1,10,-1.1,0,-22,95

# For convenience, part of the list above.
SMILES,N-glyco inh,HTR2A ag,aDG glyco up,ABHD5-PLIN5 inh,MC4R barr agon,H9c2 protect,hiPSC survival,Exocytosis inh,MC4R antag cAMP,ABCB6 inh 2
C=C1SC(Nc2c(C)cc(C)cc2C)=NC12CCCCC2,-8,1,0.0,-2,0.1,-12,-0.4,-5,19,96
CCCOc1ccc(C(=O)N2CCN(c3ccc(NC(=O)CC)cc3Cl)CC2)cc1,-4,4,0.3,-6,-1.5,3,-4.3,1,7,92

# Full records from above. Values in the order: N-glyco inh	HTR2A ag	aDG glyco up	ABHD5-PLIN5 inh	MC4R barr agon	H9c2 protect	hiPSC survival	Exocytosis inh	MC4R antag cAMP	ABCB6 inh 2
# COC(=O)c1ccc(NCc2c(O)ccc(O)c2Br)cc1Cl is listed with 13	-7	0.4	-4	-2.5	28	-1.1	98*	-10	100
# CCOC(=O)N1CCN(c2nc(=S)n(-c3ccccc3)c(C)c2C(C)=O)CC1 is listed with -3	2	-0.3	-8	0.0	-4	2.3	0	2	91

# (cont.)
SMILES,N-glyco inh,HTR2A ag,aDG glyco up,ABHD5-PLIN5 inh,MC4R barr agon,H9c2 protect,hiPSC survival,Exocytosis inh,MC4R antag cAMP,ABCB6 inh 2
Cc1ccc(N2CCN(C(=O)NC3CCCCC3)CC2)c(C)c1,-1,2,0.2,-10,1.7,-5,-0.1,-4,16,103
COc1ccc(C(C)NC(=O)C2CCCC2)cc1OC (stereo not drawn),2,6,0.2,0,-0.2,1,0.3,11,-5,94
Cn1nc(C(=O)NC2CCCCC2)c2c1-c1ccccc1SC2,0,4,1.4,2,0.6,40,-2.5,-5,8,97
CC1CC(C)CN(CCCNC(=O)CN2C(=O)c3cccnc3Oc3ccc(Cl)cc32)C1 (stereo not drawn),0,-7,0.0,-7,0.0,2,-0.4,-6,16,95
Cc1cccc(NC(=O)Nc2ccc(Cl)c(Cl)c2)n1,-9,0,0.0,-3,0.1,-14,0.0,-7,-4,97
C=C1CN(CC(=O)OC)S(=O)(=O)c2ccccc21,-4,3,-0.7,6,0.7,10,0.5,39,2,85
CN(C(=O)COC(=O)c1ccc(=O)n(Cc2ccccc2)n1)C1CCCCC1,1,3,-0.2,3,0.3,1,-0.3,-2,0,99
COc1ccc(NC(=O)C(c2ccncc2)n2c(=O)c(-c3cc4ccccc4[nH]3)nc3ccccc32)cc1 (stereo not drawn),·,0,0.8,-4,·,·,·,20,·,·
O=C(Nc1ccc(F)cc1)N1CCn2c(nc3ccccc32)C1,3,1,0.0,9,0.2,-3,-0.4,-6,11,105
COc1ccc(-n2cnc3cc(NS(=O)(=O)c4ccccc4)ccc32)cc1,-5,-6,0.2,5,-1.1,-7,0.1,-6,-8,97
Cc1ccccc1-c1noc(-c2ccc(O)cc2)n1,-5,-1,0.8,-3,4.0,-24,-2.0,8,-10,98
CCN(CC)S(=O)(=O)c1ccc(C)c(C)c1,-1,4,-0.2,3,-1.0,-7,0.5,-1,4,97
COc1ccccc1N1C(=O)CC(Sc2ccccc2N)C1=O (stereo not drawn),-1,5,0.9,0,1.3,10,0.0,-5,-1,97
Cc1ccc2nc(NC(=O)Cn3nc(C)c([N+](=O)[O-])c3C)sc2c1,4,9,-0.3,9,0.9,0,-2.6,-13,-4,103
CN(C)CCCOC(=O)C1c2ccccc2Oc2ccccc21,0,-6,0.0,1,-1.8,5,-2.5,-2,1,105
CC(=O)N1CCN(Cc2nc3cc(NC(=O)c4ccccc4C)ccc3n2C)CC1,4,4,0.0,-1,2.4,-12,6.3,2,8,97
O=C(CO/N=C/c1ccc(OC(F)F)cc1)NCc1cccs1,-1,13,0.4,-1,-0.4,-2,2.5,2,13,99
CCOC(=O)CSc1nc(C)c2cccc(C)c2n1,1,-1,0.0,3,0.3,5,-0.6,15,-19,89
Cc1ccc(N(C(=O)CNC(=O)c2cccs2)C(C(=O)NC2CCCC2)c2ccncc2)cc1 (stereo not drawn),2,-3,0.1,0,1.5,-2,0.3,-10,22,104
Cc1nn(Cc2cccc(C(=O)NC3CCCCC3)c2)c(C)c1Cl,0,11,0.0,9,-0.5,-9,-0.8,7,-3,107
COc1ccc(CC(=O)N2N=C(C)CC2(O)C(F)(F)F)cc1OC (stereo not drawn),1,6,-0.1,-1,-1.4,-5,-0.3,-2,3,92
O=C(O)c1ncsc1-c1ccccc1,3,1,-0.1,-2,-1.8,-1,0.0,3,-7,95
Cc1ccnc(N2C(=O)c3ccccc3C2Nc2ccc3c(c2)OCCO3)c1 (stereo not drawn),-4,7,0.0,-1,-0.6,2,2.1,1,0,98
CCN(C(=O)c1c([N+](=O)[O-])cnn1C)c1ccccc1,0,1,-0.3,-10,-1.4,0,0.6,-3,3,95
O=C(COc1ccccc1)N1c2ccccc2Sc2ccccc21,5,1,-0.3,-3,-0.7,0,0.9,-1,1,96
CSc1nnc(-c2cc(C)on2)n1-c1ccccc1,1,-1,-0.3,-5,-2.9,3,-3.6,-1,-2,104
COc1cc(CC(=O)Nc2ccc(S(=O)(=O)N(C)C)cc2)cc(OC)c1OC,1,-1,0.0,-5,0.1,8,-1.0,1,0,101
CC(=O)Nc1ccc(C(=O)N/C(=C/c2ccccc2)C(=O)N2CCCCC2)cc1,2,0,0.2,4,-2.7,-4,-0.1,-11,13,97
Cc1ccnc(SCC(=O)Nc2sccc2C#N)n1,-2,1,0.1,2,-1.9,-5,-0.6,-2,4,102

# 3 of the entries above in order of the ABCB6 inh 2 value, ascending.
canonical_smiles	ABCB6 inh 2
COc1ccc(-n2cnc3cc(NS(=O)(=O)c4ccccc4)ccc32)cc1	97
Cc1ccnc(SCC(=O)Nc2sccc2C#N)n1	102
Cc1ccc(N2CCN(C(=O)NC3CCCCC3)CC2)c(C)c1	103

# Screening data: PubChem BioAssay, several laboratories
